# STK33 kinase inh: human STK33 kinase inhibition; Q9BYT3; purified STK33, MBP phosphorylation, ADP-Glo luminescence; inhibition, % at 10 µM; 320,000 compounds, 0.073% hits;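 active means inhibition at or above 25%, using the most active replicate where run in duplicate; inactive means inhibition below 25%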
# KCNQ2 inh: KCNQ2 channel blockers in CHO-K1 cells – cell-based, FluxOR thallium flux, B-score, primary screen (AID 2156) | O88943 | 20 min; active compounds read low | B-score at 10 µM | 310,000 compounds, 1.1% hits;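 active means fluorescence ratio B-score at most minus 3 library SDs, with starting brightness B-score within 2 library SDs, cut at about -5.5 in these data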
# Target sequence (O88943 whole entry, looked up): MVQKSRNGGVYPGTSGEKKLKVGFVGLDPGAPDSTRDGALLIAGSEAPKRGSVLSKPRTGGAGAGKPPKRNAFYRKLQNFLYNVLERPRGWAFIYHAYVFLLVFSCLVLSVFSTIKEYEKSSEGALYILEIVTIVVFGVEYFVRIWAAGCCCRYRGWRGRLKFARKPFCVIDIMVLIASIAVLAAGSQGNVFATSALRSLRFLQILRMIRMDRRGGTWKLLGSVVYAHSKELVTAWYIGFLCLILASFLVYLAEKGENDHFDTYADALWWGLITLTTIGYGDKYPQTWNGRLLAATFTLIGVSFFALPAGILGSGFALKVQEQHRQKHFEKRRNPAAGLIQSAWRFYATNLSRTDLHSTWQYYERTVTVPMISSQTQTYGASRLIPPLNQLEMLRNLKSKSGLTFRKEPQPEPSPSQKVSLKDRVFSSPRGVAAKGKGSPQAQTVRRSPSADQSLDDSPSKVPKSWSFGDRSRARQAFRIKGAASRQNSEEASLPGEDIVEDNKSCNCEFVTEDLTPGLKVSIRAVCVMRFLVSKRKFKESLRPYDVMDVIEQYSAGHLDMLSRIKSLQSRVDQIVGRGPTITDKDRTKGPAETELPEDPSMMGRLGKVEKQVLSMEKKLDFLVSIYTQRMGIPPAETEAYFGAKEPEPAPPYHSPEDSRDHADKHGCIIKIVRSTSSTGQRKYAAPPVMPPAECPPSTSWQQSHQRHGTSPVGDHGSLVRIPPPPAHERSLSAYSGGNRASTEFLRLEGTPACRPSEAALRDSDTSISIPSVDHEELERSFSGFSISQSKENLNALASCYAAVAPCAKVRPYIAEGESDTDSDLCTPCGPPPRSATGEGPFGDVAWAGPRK
# Kir21 inh: blocks the mouse Kir2.1 inward-rectifier potassium channel | B-score at 10 µM | 310,000 compounds, 0.85% hits | HEK293-Kir2.1, FluxOR thallium flux fluorescence; active compounds read low | AID 1672 | P35561;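 active means fluorescence ratio B-score at or below minus 3 SD of library scores, with starting-brightness B-score within 2 SD, cut at about -4.2 in these data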;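 further: channel flux triggered by added potassium and thallium sulfate stimulus; B-score of peak minus minimum fluorescence over baseline after thallium stimulus; more negative B-score means stronger Kir2.1 block with less thallium influx; some compounds called inactive have numbers as strong as hits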
# Active calls of the source: *; i = inactive; x = no result given.
SMILES	STK33 kinase inh	KCNQ2 inh	Kir21 inh
O=C(Nc1cccc(Cl)c1)OC1CN2CCC1CC2 (configuration not stated)	-1.2	i	-0.79
COc1cccc(N2CCN(Cc3ccc(Cl)cc3)CC2)c1	0.1	i	0.05
COC(=O)C1=Nc2ccccc2/C1=C\c1c(O)n(-c2ccc(OC)cc2)c(=O)[nH]c1=O	-4.5	i	-1.25
CC(ON1CC1(C(F)(F)F)C(F)(F)F)(C(N)=O)C(N)=O (configuration not stated)	-0.6	i	-0.08
Clc1ccc(OCC#CCN2CCCCCC2)cc1	-0.5	i	0.69
C[C@H]1CCCC(=O)CCC/C=C/c2cc(O)cc(O)c2C(=O)O1	27.9*	i	-4.4*
COc1cccc(CCNCc2cccc(C(F)(F)F)c2)c1	1.0	i	-0.55
CCN(CCNc1ccc([N+](=O)[O-])c2cccnc12)S(=O)(=O)c1ccc(Cl)cc1	-1.3	i	0.01
C1=NCCc2c1[nH]c1ccccc21	1.8	i	-0.34
CC(C)C[C@H](NC(=O)[C@@H]1CCCN1C(=O)[C@@H](N)Cc1ccc(O)cc1)C(=O)NCC(N)=O	-0.1	i	0.07
CN1CCN(C(=O)Cc2ccccc2)CC1	0.1	i	1.58
O=P1(NC2CCCC2)COc2ccccc2OC1	-1.5	i	-0.32
O=C(Cn1ncc2c3ccccc3n(Cc3ccccc3F)c2c1=O)N1CCC2(CC1)OCCO2	-0.5	i	-1.52
CC1(C)CN=C(NCc2ccccc2Cl)S1	-1.7	i	0.18
Cc1cc(OCC(=O)N2CCC(C(=O)O)CC2)c2c3c(c(=O)oc2c1)CCC3	-1.0	i	-0.08
CN1CCC(OC(=O)C2c3ccccc3Oc3ccccc32)CC1	0.9	i	-2.83
COc1cccc(C2CC3C(=O)C=CC2N3Cc2ccccc2)c1 (configuration not stated)	1.2	i	-3.02
O=C(c1ccc(CS(=O)(=O)c2ccccc2)o1)N1CCC2(CC1)OCCO2	-0.8	i	-0.81
CN1C2CCC1CC(OC(=O)c1ccc([N+](=O)[O-])cc1)C2 (configuration not stated)	x	i	1.73
O=c1[nH]c(=O)n(C2CCCCCC2)c(O)c1C=NCC1CCCO1 (configuration not stated)	-0.5	i	-0.82

# Overlap with the part before: 3 entries; new compounds follow.
SMILES	STK33 kinase inh	KCNQ2 inh	Kir21 inh
O=C(c1ccc(CS(=O)(=O)c2ccccc2)o1)N1CCC2(CC1)OCCO2	-0.8	i	-0.81
CN1C2CCC1CC(OC(=O)c1ccc([N+](=O)[O-])cc1)C2 (configuration not stated)	x	i	1.73
O=c1[nH]c(=O)n(C2CCCCCC2)c(O)c1C=NCC1CCCO1 (configuration not stated)	-0.5	i	-0.82
O=C1NC(=O)C(=Cc2cc([N+](=O)[O-])ccc2N2CCCCC2)C(=O)N1	1.1	i	-0.43
Cc1[nH]c2ccccc2c1C(=O)C(=O)N1CCC2(CC1)OCCO2	-0.7	i	-0.33
CC1(C)C2([N+](=O)[O-])CN3CC1([N+](=O)[O-])CN(C2)C3c1ccccn1 (configuration not stated)	-0.8	i	-0.2
O=c1c2ccccc2nc(-c2ccccc2F)n1-c1ccccc1	-1.1	i	-0.68
CCc1ccc(N2C(=O)NC(=O)/C(=C\c3cc(C)n(-c4cc(C(=O)O)cc(C(=O)O)c4)c3C)C2=O)cc1	0.2	i	-0.05
COc1ccc(C(C)=O)cc1CC(C(=O)c1ccc(Br)cc1)N(C)C (configuration not stated)	-0.7	i	0.07
O=C(N/N=C/c1c(O)n(CCc2ccccc2)c(=O)[nH]c1=O)c1ccncc1	3.7	i	-0.09
S=C=Nc1ccccn1	-1.0	i	1.51
CCN1CCN(c2ccc([N+](=O)[O-])cc2C#N)CC1	-2.6	i	2.05
C=CCn1c(O)c(/C(C)=N/N2CCN(C)CC2)c(=O)[nH]c1=O	-1.7	i	1.42
C/C(=N\N1CCCCCC1)c1c(O)n(-c2ccccc2C)c(=O)[nH]c1=O	1.6	i	-0.85
COC(=O)c1nc(-c2ccc3c(n2)C(=O)C(N)=C(OC)C3=O)c(N)c(-c2ccc(OC)c(OC)c2O)c1C	0.5	i	0.05
CCC(=NCc1ccco1)c1c(O)n(-c2ccccc2)c(=O)[nH]c1=O	1.7	i	0.26
Cc1ccccc1-n1c(O)c(C=Nc2ccc3c(c2)OCO3)c(=O)[nH]c1=O	-1.2	i	1.55
CC(C)N1CCC2(CC1)NC(CO)(CO)CO2	1.4	i	-1.17
CN(C)CCN=Cc1c(O)n(C2CCCCCC2)c(=O)[nH]c1=O	-0.7	i	-0.95
COC1=CC(=O)OC(/C=C/c2ccccc2)C1 (configuration not stated)	2.4	i	0.87
CN(C)C(=O)Oc1ccc2c(c1)O/C(=C\c1cccc([N+](=O)[O-])c1)C2=O	-0.4	i	-0.51
O=C(c1ccc2c(c1)OCO2)C1CCCN(Cc2ccc(F)c(F)c2)C1 (configuration not stated)	-3.2	i	-0.24
COc1cccc(CN2CCCC(C(=O)c3ccccc3SC)C2)c1O (configuration not stated)	-0.3	i	-0.57
CCc1ccc(-n2c(O)c(/C=N/NC(=O)c3ccncc3)c(=O)[nH]c2=O)cc1	3.0	i	0.21
CCCC(C)C1C(C#N)=C(N)Oc2c1c(=O)oc1ccccc21 (configuration not stated)	-0.8	i	0.01
CCC(=Nc1ccccc1N)c1c(O)[nH]c(=O)[nH]c1=O	1.2	i	0.27
CC(C)COc1ccc(Cc2c(O)[nH]c(=S)[nH]c2=O)cc1	-0.7	i	-0.15
COc1ccc(-n2c(O)c(/C(C)=N/Nc3ccccc3)c(=O)[nH]c2=O)cc1	-0.1	i	2.96
O=C(O)C1C2CCC(O2)C1C(=O)Nc1ccc(F)c(F)c1 (configuration not stated)	0.5	i	0.03
COc1cc(OC)c([C@H]2C=C(C)[C@H]3C[C@@H]2C3(C)C)c(OC)c1	-1.9	i	-0.41
CCC(=NCc1ccco1)c1c(O)n(-c2ccc(C)cc2)c(=O)[nH]c1=O	-0.3	i	1.75
Cc1cccc(C)c1NC1=NCCCS1	-0.9	i	-0.1
CN1C(=O)C(=Cc2ccc(N3CCOCC3)o2)C(=O)N(C)C1=S	0.5	i	0.27
O=C(O)C(Cc1cnc[nH]1)NS(=O)(=O)c1ccc(Cl)cc1 (configuration not stated)	-1.3	i	0.63
O=C(O)CCn1cc(C=C2C(=O)NC(=S)NC2=O)c(-c2ccccc2)n1	-4.2	i	1.94
Cc1cccc2c1N(N=O)CCC2	0.4	i	1.14
Cc1cc(C)nc(N2Cc3ccccc3C2=N)n1	0.5	i	0.84
CCCSP1(=S)NCCCO1 (configuration not stated)	0.4	i	-1.13
COc1ccc(CCNCc2ccc(SC)cc2)cc1	-0.6	i	-5.54*
CN1CCN(CCC(C#N)(c2ccccc2)c2ccccc2)CC1	-2.1	i	-1.52
COc1ccccc1OP(=O)(Nc1cccnc1)Oc1ccccc1OC	0.7	i	-1.35
Cc1ccc(-c2nn(Cc3ccccc3)cc2C=O)cc1C	-0.5	i	-0.47
Cn1c(C(=O)O)c(CC(=O)N2CCN(Cc3ccccc3)CC2)c2ccccc21	-1.7	i	2.09
Cc1oc(-c2ccccc2)nc1CN1C(=O)C(C)N=C(c2ccccc2F)c2cc(Cl)ccc21 (configuration not stated)	-1.2	i	-2.27
O=c1cc(CN2CC=C(c3ccccc3)CC2)c2c(ccc3ccccc32)o1	-0.4	i	0.18
CN(C)C1(c2nnnn2CCOC(=O)Nc2ccc(Cl)cc2)CCCCC1	-1.9	i	-1.09
CC(=NCC1CCCO1)c1c(O)n(-c2ccc(Cl)cc2)c(=O)[nH]c1=O (configuration not stated)	1.3	i	-0.24
CN1CCN(c2cc(N3CCNCC3)ccc2[N+](=O)[O-])CC1	-1.8	i	-0.87
CCOP(=O)(OCC)C(O)c1ccc(OC)cc1OC (configuration not stated)	-0.1	i	-0.03
CCOC(=O)CNC(=O)CNC(=O)C(Cc1ccc(N(CCCl)CCCl)cc1)NC(C)=O (configuration not stated)	-1.3	i	0.41
CC(=O)c1ccc(OC(=O)N(C)c2ccccc2)cc1	-0.7	i	-2.29
CC1=C2C(=O)C3C(CC=C4CC(O)CCC43C)C2CCC12OC1CC(C)CNC1C2C (configuration not stated)	-1.8	i	-1.18
COc1ccc(C(CC(=O)N2CCC3(CC2)OCCO3)NS(=O)(=O)c2ccc(C)cc2)cc1 (configuration not stated)	-1.3	i	2
O=C(CN1CCN(Cc2ccc(Cl)cc2)C1=O)N1CCC2(CC1)OCCO2	0.6	i	-1.93
O=C(Cc1ccccc1)N1CCN(C2CCCC2)CC1	-2.0	i	0.23
CC(C)N1C(=O)CCC1C(=O)N1CCC2(CC1)OCCO2 (configuration not stated)	-1.2	i	-2.65
COc1ccc(OC)c(CN2CCCC(C(=O)c3sccc3C)C2)c1 (configuration not stated)	-2.1	i	-1.92
Cc1cccc(-n2c(O)c(C=NCCCN3CCOCC3)c(=O)[nH]c2=O)c1C	-1.0	i	-0.82
OC1(c2ccccc2F)CC2CCC(C1)N2CCN1CCOCC1 (configuration not stated)	-0.9	i	0.25
CCOc1ccc(N=C2SCCCN2C)cc1	-0.1	i	-0.06
COc1ccc(/C=N/N=C(/N)N[N+](=O)[O-])c(OC)c1	1.6	i	-1.23
CC1=Nc2ccccc2/C1=C/c1c(O)n(C)c(=O)[nH]c1=O	3.3	i	-0.62
C=CCn1c(O)c(C=Nc2c(C)n(C)n(-c3ccccc3)c2=O)c(=O)[nH]c1=O	3.1	i	-0.11

# (next part)
SMILES	STK33 kinase inh	KCNQ2 inh	Kir21 inh
COc1ccccc1CNC(=O)CCC(=O)N1C[C@H]2C[C@@H](C1)c1cccc(=O)n1C2	2.1	i	1
CCN(c1ccc(C(O)(C(=O)OC)C(F)(F)F)cc1)S(=O)(=O)c1ccccc1 (configuration not stated)	0.4	i	-2.71
CCOP(=O)(OCC)c1ccc(O)cc1	-0.8	i	-0.16
O=C1NC(=O)C2(C(=O)N1)C(c1ccc(F)cc1)NC(=S)NC2c1ccc(F)cc1 (configuration not stated)	-0.3	i	-1.94
NS(=O)(=O)c1ccc(-c2ccc(C=C3C(=O)NC(=S)NC3=O)o2)cc1	-4.5	i	-0.28
COc1ccc2c(c1)c(C(=O)O)c(C)n2C(C)C	0.7	i	1.09
CC(=O)c1ccc(NC(=O)N2C[C@H]3C[C@@H](C2)c2cccc(=O)n2C3)cc1	-0.5	i	-0.08
N[C@@H]1CCCC[C@H]1N.O=C(O)C(=O)O.[Pt]	-2.2	i	0.79
O=c1c2ccccc2nc(-c2ccc([N+](=O)[O-])cc2)n1-c1ccccc1	-2.1	i	-2.57
Cc1cc(/C=C2\C(=O)NC(=O)N(Cc3ccco3)C2=O)c(C)n1-c1ccc(O)cc1	-0.5	i	-0.14
CCOc1ccc(CN2CCN(C(=O)Cc3ccccc3)CC2)cc1	0.7	i	-1.1
Cn1c(O)c(C=Nc2ccc3c(c2)CCC3)c(=O)n(C)c1=O	-1.0	i	-0.3
Cc1cc(=O)oc2cc(OCC(=O)N3C[C@H]4C[C@@H](C3)c3cccc(=O)n3C4)ccc12	1.3	i	0.04
NS(=O)(=O)c1cccc(N2CCNCC2)c1	-0.9	i	0.48
Cc1csc(=N)n1Cc1ccccc1	-1.9	i	0.23
CCOC(=O)C1=C(N)Oc2ccccc2C12C(=O)N(CC(=O)OC)C(CC(=O)OC)=C2C(=O)OC (configuration not stated)	-1.3	i	0.8
CNc1cc(Cl)c2nonc2c1[N+](=O)[O-]	x	-9.5*	-6.57*
C=CCn1c(O)c(C(C)=NCCC(c2ccccc2)c2ccccc2)c(=O)[nH]c1=O	-1.0	i	-1.64
CN[C@H]1C[C@H]2O[C@@](C)([C@H]1OC)n1c3ccccc3c3c4c(c5c6ccccc6n2c5c31)C(=O)NC4	x	i	-0.51
COC(=O)c1ccc(CN2CCN(Cc3ccccc3)CC2)cc1	-0.6	i	-2.98
Cc1cnc(NC(=O)CN2CCCCC2)s1	0.5	i	-1.05
Cc1cc(C(=O)N2CCC3(CC2)OCCO3)no1	-1.4	i	1.04
C=CC1CN2CCC1CC2c1[nH]c2ccccc2c1CCO (configuration not stated)	-0.8	i	0.06
CN(C)C(=O)Oc1ccc2oc(=O)cc(-c3cc4ccccc4o3)c2c1	1.1	i	0.01
O=C(CNC(=O)c1ccc(Cl)cc1)Nc1ccc(Br)cc1C(=O)c1ccccc1	-0.9	i	0.02
Cc1cc(OCC(=O)N2CCC(C(=O)NCC(C)C)CC2)c2c3c(c(=O)oc2c1)CCCC3	-0.3	i	0.01
Cc1c(C(=O)N2CCC3(CC2)OCCO3)oc2ccccc12	-2.4	i	0.78
Cc1ccccc1-n1c(-c2ccco2)nc2ccccc2c1=O	-0.5	i	-0.1
Cc1ccc(/C=C2\C(=O)NC(=O)N(CCc3ccc(F)cc3)C2=O)s1	-1.1	i	0.33

# Among those listed so far, 2 have two or more sulfur atoms:
SMILES	STK33 kinase inh	KCNQ2 inh	Kir21 inh
CCCSP1(=S)NCCCO1 (configuration not stated)	0.4	i	-1.13
NS(=O)(=O)c1ccc(-c2ccc(C=C3C(=O)NC(=S)NC3=O)o2)cc1	-4.5	i	-0.28

# This is a subset (hit frequency here may not be typical).
